BAZ2B inh = blocks human BAZ2B; Q9UIF8; AlphaScreen BAZ2B-H3K14Ac peptide displacement; Potency, µM (titrated, usually from 114 µM), inactives show at the highest dose activity change, negative = inhibition, actives largely listed as inhibitors; actives 4.4% (n = 360,000); also: potency is read from the fitted curve at half-maximal effect; % is scaled to controls: 0 for no effect and ±100 for the full control effect; nearly all actives have a fitted effect of over 60% in size
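Compounds, titrated to a top concentration of 110 uM, were incubated 30 min at room temperature with preformed BAZ2B/acetyl-K14 H3 peptide complex (50 nM each). Proximity signal was measured by AlphaScreen after 20 min with beads.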
PI4K2A block = PI4K2A (human) kinase inhibition. Q9BTU6. purified PI4K2A, ADP-Glo luminescence, 1 h; active compounds read low. activity change, negative = inhibition, % at 76.9 µM. actives 0.13% (n = 420,000). AID 1346378; in the data active = activity change below about -50%; inconclusive = mostly about -30% to -49%;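 also: -100% = wells without enzyme as full effect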
Target sequence (Q9BTU6 whole entry, looked up): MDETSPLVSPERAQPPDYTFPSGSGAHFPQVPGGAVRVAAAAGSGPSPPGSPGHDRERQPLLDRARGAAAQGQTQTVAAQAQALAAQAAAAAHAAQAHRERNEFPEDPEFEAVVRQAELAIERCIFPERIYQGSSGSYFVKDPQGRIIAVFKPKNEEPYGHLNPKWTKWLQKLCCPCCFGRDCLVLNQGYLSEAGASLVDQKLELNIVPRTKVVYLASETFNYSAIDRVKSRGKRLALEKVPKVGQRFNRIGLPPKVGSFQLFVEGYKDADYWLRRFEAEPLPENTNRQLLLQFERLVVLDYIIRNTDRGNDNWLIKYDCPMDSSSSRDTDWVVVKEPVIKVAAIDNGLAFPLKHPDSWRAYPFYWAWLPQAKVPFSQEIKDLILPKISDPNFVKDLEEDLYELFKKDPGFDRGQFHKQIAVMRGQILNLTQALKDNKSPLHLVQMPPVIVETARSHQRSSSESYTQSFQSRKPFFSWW
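PI4K2A activity was measured by ADP-Glo luminescence: enzyme (4 ug/mL stock) and phosphatidylinositol (1.2 mM stock) in Tris pH 7.5/MgCl2/EGTA/Triton X-100 buffer were reacted with ATP (300 microM stock) for one hour at ambient temperature.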
HP1b binding inh = inhibitors of HP1-beta chromodomain binding to methylated histone tails. P83916. AlphaScreen HP1-beta / biotin-H3K9me3 peptide binding. Potency, µM (highest dose often 114 µM), inactives show at the top dose activity change, negative = inhibition, usual class: inhibitors. actives 0.56% (n = 390,000). AID 540317; also: potency is read from the fitted curve at half-maximal effect; nearly all actives have a fitted effect of over 70% in size; inactives centre near 23
Target sequence (P83916 whole entry, looked up): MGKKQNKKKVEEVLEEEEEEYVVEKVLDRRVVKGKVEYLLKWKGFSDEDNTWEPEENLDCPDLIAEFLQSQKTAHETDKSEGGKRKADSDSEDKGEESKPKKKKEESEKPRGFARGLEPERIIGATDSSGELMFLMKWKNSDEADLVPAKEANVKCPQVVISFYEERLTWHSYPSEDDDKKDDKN
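HP1-beta protein (50 nM final) preincubated 30 min at room temperature with biotinylated H3(1-18)K9me3 peptide (50 nM) in PBS pH 7.4, 0.01% Tween-20, then compound added for 30 min. AlphaScreen streptavidin donor/nickel chelate acceptor beads (10 ug/mL final), 30 min dark, luminescence read.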
PGK inhibitor = T. brucei PGK inhibition | PGK/GAPDH coupled, Kinase-Glo luminescence, 60 min | P07378 | actives 0.043% (n = 380,000) | Potency, µM (series often up to 57.5 µM), for the others: at the highest dose activity change, negative = inhibition, most hits filed as inhibitors; also: potency is read from the fitted curve at half-maximal effect; % is scaled to controls: 0 for no effect and ±100 for the full control effect; nearly all actives have a fitted effect of over 60% in size
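Luminescent ATP detection (Kinase-Glo Plus) follows a 60-minute room-temperature incubation, with wells lacking PGK as controls. Buffer: 100 mM TEA (pH 7.6), 5 mM MgCl2, 0.01% Tween-20. Coupling enzyme GAPDH (100 nM final) supplies unstable 1,3-BPG in-well.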
G9a block = G9a (human) methyltransferase inhibition; Q96KQ7; G9a H3K9 monomethylation, AlphaScreen, 2 h; AID 504332; actives 8.8% (n = 350,000); Potency, µM (top dose mostly 102 µM), for the others: at the top dose activity, negative = inhibition, hits mostly inhibitors; also: potency is read from the fitted curve at half-maximal effect; % is scaled to controls: 0 for no effect and ±100 for the full control effect; nearly all actives have a fitted effect of over 75% in size
Target sequence (Q96KQ7 913-1193 limits assumed): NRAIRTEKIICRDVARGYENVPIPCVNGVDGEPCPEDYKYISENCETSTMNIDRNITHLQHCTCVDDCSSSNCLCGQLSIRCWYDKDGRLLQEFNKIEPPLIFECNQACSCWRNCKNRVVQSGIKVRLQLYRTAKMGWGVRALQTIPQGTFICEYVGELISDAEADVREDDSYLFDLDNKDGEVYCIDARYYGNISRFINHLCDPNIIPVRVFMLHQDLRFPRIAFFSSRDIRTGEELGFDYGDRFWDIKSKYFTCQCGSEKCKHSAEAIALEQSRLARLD
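Methyltransferase reactions run at room temperature for 2 h (20 nM enzyme, 500 nM biotin-H3K9 peptide, 20 uM SAM) after a 15 min compound preincubation; product detected by AlphaScreen beads and anti-H3K9me1 antibody.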
POLH inh = blocks human DNA polymerase eta activity; Potency, µM (doses to about 114 µM), inactives show at the highest dose activity change, negative = inhibition, usual class: inhibitors; actives 1.2% (n = 390,000); Q9Y253; AID 588591; recombinant Pol eta, fluorescent DNA replication assay; also: potency is read from the fitted curve at half-maximal effect; % is scaled to controls: 0 for no effect and ±100 for the full control effect
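Fluorescent replication assay: 50 nM final substrate added after a 15 min room-temperature compound preincubation with 10 nM enzyme. Signal taken at 0 min and again at 10 min.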
GLS inh = blocks human kidney-isoform glutaminase activity | actives 0.21% (n = 410,000) | O94925 | Potency, µM (doses to about 45.5 µM), without a hit: at the top dose activity change, negative = inhibition, most hits filed as inhibitors | GLS enzymatic activity, qHTS titration; also: potency is read from the fitted curve at half-maximal effect; % is scaled to controls: 0 for no effect and ±100 for the full control effect
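hKGA in 45 mM KH2PO4 pH 8.2, 0.02% Tween-20 with pin-transferred compounds; 1 mM L-glutamine (stock) plus glutamate oxidase/HRP/Amplex Red coupling added. Fluorescence read initially and after 30 min at RT.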
JMJD2A Tudor inh = JMJD2A Tudor domain (human) inhibition. Potency, µM (series often up to 114 µM), without a hit: at the highest dose activity change, negative = inhibition, hits mostly inhibitors. O75164. actives 4.4% (n = 390,000). AlphaScreen JMJD2A-Tudor / H3K4me3 peptide binding; also: potency is read from the fitted curve at half-maximal effect; % is scaled to controls: 0 for no effect and ±100 for the full control effect; nearly all actives have a fitted effect of over 50% in size
Pin1 inhibitor = inhibitors of human Pin1 | Pin1 FP peptide displacement, HiFluor488, 10 min | AID 504891 | Potency, µM (doses to about 115 µM), inactives show top-dose activity, negative = inhibition, most hits filed as inhibitors | Q13526 | actives 0.009% (n = 390,000); active = well fitted inhibition curve with a large enough effect in the polarisation, with a control signal flat, not every such curve was filed as active; inconclusive = small, poorly fitted or top-dose-only effect, or effect the other way, or a change in a side signal; inactive = no such curve, though single readings can be large or run the other way; the % refers to the polarisation; also: potency is read from the fitted curve at half-maximal effect; % is scaled to controls: 0 for no effect and ±100 for the full control effect
Numbers without * were called inactive; i = inactive; ? = inconclusive; . = not tested or not shown; & = joins results of further samples; [ ] = remark or other dose. Unless noted, calls follow the shape of the dose curve; as a rule, active = well fitted curve in the direction sought with a large enough effect; inconclusive = small, poorly fitted or top-dose-only effect, or another doubt; inactive = no such curve, though single readings can be large; an effect the other way counts as inactive or inconclusive.

SMILES	BAZ2B inh	PI4K2A block	HP1b binding inh	PGK inhibitor	G9a block	POLH inh	GLS inh	JMJD2A Tudor inh	Pin1 inhibitor
CC(=O)c1cc(F)ccc1OCC(=O)N1CCN(c2ccc(F)cc2)CC1	-10%	-1	47%[activator]	-2%	-30%	-9%	2%	-27%	-3%
Cc1cccc(N(CC(=O)NC2CCCC2)C(=O)CNC(=O)c2ccco2)c1C	5%	-2	45%[activator]	-9%	12%	-5%	-6%	0%	5%
COc1ccc(/C=c2/sc3n(c2=O)NC2(c4ccccc4)N(C)C(=O)N(C)C2(c2ccccc2)N=3)cc1 (stereo not drawn)	7%	1	23%	i	9%	-2%	9%	-9%	0%
COC(=O)c1cc(NC(=O)c2nccnc2C(=O)O)cc(C(=O)OC)c1	-39%	0	31%	6%	45µM*	-4%	1%	56µM*	-4%
COCCCNC(=O)c1cc(-c2cccnc2)nc2ccc(S(=O)(=O)N3CCC(C)CC3)cc12	6%	-1	59%[activator]	6%	-1%[59 µM]	-11%	7%	-14%	-3%
Cc1ccc(S(=O)(=O)Nc2cccc(-c3cn4ccsc4n3)c2)cc1	?	9	-9%	-5%	-18%[59 µM]	-15%	2%	-24%	18%
CC(=O)Nc1cccc(NC(=O)CSc2nccn2Cc2ccc(F)cc2)c1	-24%	-3	29%	-5%	15%	-17%	1%	-24%	1%
c1ccc(CN2CCN(c3nc(-c4ccccn4)nc4ccccc34)CC2)cc1	?	-3	32%	6%	?	5%	-1%	4%	-4%
Cc1ccccc1CCNC(=O)c1ccc(Cn2c(=O)c3cccn3c3cccnc32)cc1	-32%	-5	23%	-1%	-26%[59 µM]	89µM*	7%	-18%	38%[activator]
CCOC(=O)[C@H]1[C@H]2COc3ccc(Cl)cc3[C@@H]2N2C(=O)CNC(=O)[C@@]12C	12%	-2	32%	-1%	-5%[0.501 µM]	6%	0%	-10%	-4%
CCCCN(C)C(=O)Cn1ncc2c3ccccc3n(CCC)c2c1=O	5%	4	-2%	-10%	20%	-10%	7%	-16%	0%
O=C(Nc1ccccc1N1CCCC1)C1CCN(C(=O)c2ccc(F)cc2)CC1	7%	-1	3%	5%	50µM*	-14%	28%	-19%	0%
Cn1nnc2cc(NC(=O)N3CC4(C)CC3CC(C)(C)C4)ccc21 (stereo not drawn)	7%	-1	30%	.	-26%[12.7 µM]	-11%	3%	-13%	-1%
COC(=O)CSc1nc2ccc(NC(=O)CSc3nnnn3Cc3ccccc3)cc2s1	-27%	-3	-11%	i	?	-5%	-12%	-3%	7%
CN(CCc1ccccc1)C(=O)c1cc(COc2ccc(F)cc2Cl)on1	58%[activator]	4	164%[activator]	-3%	184%[activator]	-18%	1%	72%[activator]	-5%
COc1ccc(C2CC(=O)C=C3c4ccc(OC)cc4CCC32)cc1 (stereo not drawn)	.	-7	.	i	.	-11%	-1%	.	.
CN1CCN(CC(=O)N2c3ccc(S(=O)(=O)NCCNC(=O)OC(C)(C)C)cc3C(=O)Nc3cccnc32)CC1	.	1	?	4%	.	-5%	5%	14µM*	-14%
Cc1cccc(NC(=O)c2ccc(NC(=O)CC3SC(N4CCCC4)=NC3=O)cc2)n1 (stereo not drawn)	-22%	1	10%	0%	-4%[0.501 µM]	-12%	0%	-9%	3%
Cc1c(Cl)cccc1NC(=O)CCS(=O)(=O)c1cccc2nsnc12	-1%	-3	16%	-1%	0%[59 µM]	-12%	-15%	6%	8%
COc1cccc(N2CCN(C(=O)c3cc4c(=O)n(Cc5ccccc5)ccc4nc3C)CC2)c1	-30%	-5&1	19%&-12%	-3%&7%	-8%	-16%&-8%	0%&3%	-12%&-35%	1%&5%
O=S(=O)(c1ccc(F)cc1)n1ccc(-c2cnc(-c3ccccc3)s2)n1	-1%	1	72%[activator]	0%	13%	-1%	-6%	4%[57.1 µM]	-6%
CCCC(=O)Nc1c2c(nn1-c1ccc(C)cc1C)CSC2	-5%	-3	28%	5%	22µM*	-7%	23%	-19%	-2%
COc1ccc(CC(=O)NCC2CCCN(Cc3ccc(F)c(OC)c3)C2)cc1 (stereo not drawn)	-3%	1	18%	-2%	60%[activator]	2%	0%	-5%	-2%
O=S(=O)(Nc1ccccc1N1CCOCC1)c1ccc(Cl)s1	12%	-3	29%	-5%	?	11%	21%	-1%	-2%
COc1ccccc1NC(C#N)c1ccccc1OCc1ccccc1 (stereo not drawn)	16%	-4	84%[activator]	i	-6%[59 µM]	-19%	18%	26%	-13%

Going on with the list.
SMILES	BAZ2B inh	PI4K2A block	HP1b binding inh	PGK inhibitor	G9a block	POLH inh	GLS inh	JMJD2A Tudor inh	Pin1 inhibitor
CC(C)c1nc(SCC(=O)c2ccc(F)cc2)c2ccccc2n1	49%[activator]	-11	104%[activator]	-3%	40µM*	-10%	2%	118%[activator]	?
Cc1cnc(C(=O)OCC(=O)N2CCN(S(=O)(=O)c3ccc(Cl)cc3)CC2)cn1	0%	-5	27%	i	?	-16%	-4%	-11%	-9%
O=S(=O)(c1ccccc1)c1nnn2c1nc(NC1CCCCCC1)c1sccc12	-19%	3	44%	i	-3%[59 µM]	-7%	-14%	1%	-4%
CCOC(=O)c1c(C)[nH]c(C(=O)OCC(=O)NC(C)(C)C)c1C	-14%	4	-18%	-10%	-2%	-5%	-4%	-22%	0%
Cc1noc(C)c1C(=O)OCC(=O)Nc1ccc(C(N)=O)cc1	-2%	3	14%	-8%	-5%	-5%	-2%	-16%	-1%
CCCCCCn1c(=O)n2n(c1=O)[C@@H]1CN(S(=O)(=O)c3ccc(C)cc3)C[C@]1(O)[C@@H](OC(=O)NCc1ccccc1F)C2	.	-4	.	-2%	.	-19%	-3%	.	.
Cc1cccc(OCC(=O)Nc2nc3ccc([N+](=O)[O-])cc3s2)c1C	3%[57.1 µM]	-2	32%	i	-9%	-12%	-4%	-4%	23%
O=C1CN(C(=O)c2ccc(S(=O)(=O)N3CCCC3)cc2)C(c2ccccc2)c2cc(Br)ccc2N1 (stereo not drawn)	0%	1	26%	-4%	-21%[59 µM]	-27%	2%	-17%	22%
COc1cccc(C(=O)NC(=S)Nc2ccc(N(C)C)cc2)c1	10µM*	-9	?	-5%	10µM*	-10%	42%[activator]	25µM*	-5%
O=C(Nc1ccccc1C(=O)N1CCN(Cc2ccccc2)CC1)c1ccccn1	-2%	2	28%	i	14µM*	-4%	8%	?	4%
O=C(NCc1ccco1)c1cc(C(=O)C2CCCCC2)c[nH]1	10%	-1	7%	-9%	46%[59 µM]	4%	-13%	-16%	1%
c1ccc(-c2nc(-n3ccnc3)nc(-n3ccnc3)n2)cc1	-8%	-15	32%	-5%	?	?	.	-32%	?
CCCCN1C(=O)/C(=C2\SC(N3CCCCC3)=NC2=O)c2ccccc21	-84%	0	16µM*	-8%	16µM*	-15%	-5%	56µM*	3%
COc1ccc(/C=C(\NC(=O)c2ccc(C)cc2)C(=O)N2CCCCC2)cc1	-8%	2	22%	i	-1%	-21%	1%	-15%	-2%
O=C(CSc1nnc(-c2ccccc2O)o1)N1CCc2ccccc2C1	?	5	11%	-1%	7%	-9%	12%	-13%	2%
CCOC(=O)c1ccc(NC(=O)Cc2ccc(-n3c(CC)nc4cccnc43)cc2)cc1	-17%	-1	21%	-2%	-8%[59 µM]	9%	5%	-10%	0%
Cn1nc(C(=O)Nc2cccc(C(=O)NC3CC3)c2)c2ccccc2c1=O	-1%	0	42%[activator]	-10%	-6%[12.7 µM]	-4%	-2%	5%	0%
CNS(=O)(=O)c1cc(NC(=O)CCCNC(=O)c2ccc(Cl)cc2)ccc1C	0%	11	19%	-1%	?	-14%	-10%	-11%	1%
Cc1ccc(C(=O)OC2CCCN(C)C2)cc1 (stereo not drawn)	3%	-3	7%	.	21%[0.501 µM]	-2%	0%	-8%	1%
COc1ccc(OC)c(NC(=O)CSc2ccc3ccccc3c2)c1	1%	6	35%	i	?	-20%	-6%	0%	7%
COCc1ccc(C(=O)N2CCCC(Nc3ccc(C(C)C)cc3)C2)s1 (stereo not drawn)	3%	-2	?	-9%	6%	-23%	1%	?	-1%
Cc1ccc(C(=O)Nc2nc(C(C)(C)C)cs2)s1	7%	5	23%	1%	-7%[59 µM]	-9%	5%	8%	?
O=C(NC1CCCC1)c1cc2nc(-c3ccccc3)cc(-c3ccccc3)n2n1	21%	2	119%[activator]	-1%	30%[59 µM]	-21%	1%	31%	2%
O=C(Nc1ccc2c(c1)OCCO2)c1cc(F)c(F)cc1Cl	7%	-1	27%	-4%	?	-11%	-8%	-2%	2%
Cc1cc(C(=O)OC2CCOC2=O)c2ccccc2n1 (stereo not drawn)	-3%	-3	13%	.	-2%[12.7 µM]	-7%	-1%	-12%	2%
O=C(Nc1ccc(NC(=O)C2CC2)nc1)c1ccco1	12%	-3	1%	-2%	-5%[59 µM]	-8%	4%	?	2%
Cc1ccc2nc(-c3ccc(SCC(=O)Nc4nc(C)cs4)nc3)[nH]c2c1	9%	1	34%	-7%	-12%	8%	-5%	-5%	63%[activator]
NC(=O)C1=C[C@@H](c2ccc(Br)cc2)C[C@@H](OCc2ccc(CO)cc2)O1	-11%	2	7%	7%	-15%[59 µM]	1%	-4%	-13%	0%
O=C(COc1ccccc1[N+](=O)[O-])OCC(=O)c1ccc(Br)s1	.	-5	22%	-7%	.	79µM*	-21%	-21%	6%

Only part of the results is shown, so the mix of outcomes need not match the whole.
